APJ antag = antagonists of human apelin receptor APJ, primary screen, CHO-K1 cells, beta-arrestin complementation, luminescence. inhibition, % at 20 µM. P35414. 0.32% of 330,000 active;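 active means inhibition above about 40% at 20 µM, limit read from the data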;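 further: cells challenged with 10 nM apelin-13 agonist together with compound; plate controls were apelin-13 plus DMSO wells for no effect and DMSO wells lacking apelin-13 for full effect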
CXCR6 inh = CXCR6 receptor inhibitors, primary screen, cell-based, beta-arrestin, luminescence, CHO-K1 PathHunter, 1536-well. C-X-C chemokine receptor type 6 (Homo sapiens), O00574. inhibition, % at 20 µM. 0.36% of 360,000 active; in the data active means inhibition above about 34%, passing the limit was not always enough;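 further: antagonist mode with CXCL16 agonist at 10 nM final; 0% = 10 nM CXCL16 with DMSO and 100% = unstimulated wells without agonist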
Target sequence (O00574 whole entry, looked up): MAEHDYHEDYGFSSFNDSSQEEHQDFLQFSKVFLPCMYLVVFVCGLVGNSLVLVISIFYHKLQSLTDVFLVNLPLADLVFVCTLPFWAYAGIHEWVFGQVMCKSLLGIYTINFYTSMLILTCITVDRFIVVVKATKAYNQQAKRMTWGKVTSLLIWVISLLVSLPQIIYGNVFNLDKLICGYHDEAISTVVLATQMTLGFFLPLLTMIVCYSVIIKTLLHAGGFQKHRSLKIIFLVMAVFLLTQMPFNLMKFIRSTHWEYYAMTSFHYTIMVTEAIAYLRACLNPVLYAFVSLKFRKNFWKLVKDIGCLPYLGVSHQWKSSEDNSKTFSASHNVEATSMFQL
EBI2 antag = EBI2 receptor antagonists, beta-arrestin recruitment, primary screen, cell-based, luminescence, 7a,25-OHC stimulation, uHTS. 7a,25-OHC stimulated. inhibition, % at 5 µM. 0.81% of 360,000 active; in the data active means inhibition above about 38%;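 further: enzyme fragment complementation signal reports receptor beta-arrestin coupling in cells; 0% = agonist plus DMSO wells and 100% = wells without agonist; some results beyond the cut were filed as inactive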
Target sequence (P32249 whole entry, looked up, the tested form may be a part): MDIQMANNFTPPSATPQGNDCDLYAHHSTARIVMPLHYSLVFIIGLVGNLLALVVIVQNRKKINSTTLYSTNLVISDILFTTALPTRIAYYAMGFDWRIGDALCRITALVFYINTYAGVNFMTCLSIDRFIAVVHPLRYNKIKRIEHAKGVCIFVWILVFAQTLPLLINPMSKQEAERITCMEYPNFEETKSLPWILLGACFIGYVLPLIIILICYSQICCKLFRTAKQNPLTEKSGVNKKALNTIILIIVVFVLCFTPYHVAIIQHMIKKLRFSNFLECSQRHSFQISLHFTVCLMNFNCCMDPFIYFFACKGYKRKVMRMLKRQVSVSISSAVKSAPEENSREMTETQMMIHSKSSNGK
UBC13 inh = UBC13 polyubiquitin chain formation inhibitors, primary screen, biochemical, TR-FRET, uHTS | Ubiquitin-conjugating enzyme E2 N (Homo sapiens), P61088 | inhibition, % at 20 µM | 0.47% of 330,000 active; in the data active means inhibition above about 45%, passing the limit was not always enough; inconclusive means no clear call, values can overlap the other calls
Target sequence (P61088 whole entry, looked up): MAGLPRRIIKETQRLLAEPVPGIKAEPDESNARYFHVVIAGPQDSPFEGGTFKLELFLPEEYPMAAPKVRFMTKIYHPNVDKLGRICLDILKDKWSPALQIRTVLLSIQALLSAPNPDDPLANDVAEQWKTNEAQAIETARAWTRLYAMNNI
CCR6 antag = CCR6 receptor antagonists, primary screen, cell-based, CHO-K1, luminescence, beta-arrestin, uHTS. CHO-K1 CCR6 PathHunter beta-arrestin, CCL20-stimulated. AID 493098, 2011. inhibition, % at 20 µM. 0.49% of 340,000 active;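 active means compounds whose inhibition of the agonist-driven luminescence signal at 20 µM reaches about 50%, limit read from the data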;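 further: cells stimulated with CCL20 at 14 nM final; plate controls were DMSO with CCL20 for no effect and DMSO without agonist for full effect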
Gli-Sufu block = Gli-Sufu pathway antagonists, primary screen, luciferase luminescence, Sufu-KO-LIGHT cells, uHTS; Sufu-KO-LIGHT fibroblasts, Gli luciferase reporter luminescence; inhibition, % at 5 µM; 0.74% of 340,000 active;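 active means inhibition above about 55%, limit read from the data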;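 further: 0% = DMSO-treated cells and 100% = wells with medium but no cells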
Jurkat NFkB inh = inhibitors of induced NF-kB luciferase reporter, primary screen, TCR NF-kB activation inhibitor project, cell-based, luminescence, uHTS; AID 435003, 2010; Jurkat, PMA/ionomycin-induced NF-kB luciferase reporter; inhibition, % at 4 µM; 0.53% of 330,000 active; in the data active means inhibition above about 50%
697 NFkB inh = inhibitors of PMA/ionomycin-induced NF-kB reporter, 697 cells, primary screen, B-cell NF-kB inhibitor project, cell-based, luminescence, uHTS | 0.33% of 330,000 active | inhibition, % at 4 µM | 697 B-cell NF-kB luciferase reporter, 16 h; in the data active means inhibition above about 35%
An asterisk follows results filed as active; ? = inconclusive; · = not tested or not shown.

Second line of a record – APJ antag	CXCR6 inh	EBI2 antag	UBC13 inh	CCR6 antag	Gli-Sufu block	Jurkat NFkB inh	697 NFkB inh
CN(C)c1nc(OCCNC(=O)COc2ccccc2Cl)nc(N(C)C)n1
    4	2	-1	5	4	5	-10	10
O=C(NCCSCc1ccccc1)c1ccccc1
    -6	-2	-1	-16	15	2	1	-5
O=C(O)c1cccc(NC(=O)c2ccc3c(c2)C(=O)N(c2cccc([N+](=O)[O-])c2)C3=O)c1
    18	1	-21	-6	-5	-2	5	12
O=C(N/N=C/c1ccccn1)c1cc(-c2ccc(Cl)s2)[nH]n1
    -15	-16	8	-8	-8	-3	3	8
COc1ccc(C2C3=C(CCCC3=O)Nc3c(-c4ccccc4)c(C)nn32)cc1 (stereo unspecified)
    15	-5	-38	-5	-3	6	-12	-2
O=Cc1cc(-c2ccccc2)[nH]c1-c1ccccc1
    4	-9	2	9	-10	-18	-48	-25
COc1ccc(CNC(=O)C(=O)N2CCC3(CC2)OCCN3S(=O)(=O)c2ccc(C)cc2)cc1
    -3	13	14	0	4	0	-3	1
O=C(Nc1ccc(Cl)cc1)C1CCCN1C(=O)NCc1ccccc1 (stereo unspecified)
    2	1	-2	4	-1	15	1	18
COc1ccc(NC(=O)/C=C/c2ccccc2[N+](=O)[O-])c(OC)c1
    -5	9	-1	8	13	9	-4	1
COc1ccc(-n2cnc3c(cnn3CCC#N)c2=N)cc1
    11	9	-3	?	-2	-2	-7	1
Cc1csc2c(=O)sc(NC(=O)c3ccc(F)cc3)nc12
    -1	-6	-2	6	-7	19	2	-6
Cc1ccc(-n2ncc3c(N4CCC(C(N)=O)CC4)ncnc32)c(C)c1
    5	-10	-1	8	19	-38	-3	9
O=S(=O)(Cc1cc(Cl)nc(-c2cccnc2)n1)c1ccccc1
    -59	0	39	-8	-22	1	-11	-23
COc1ccc(OCc2cc(C(=O)N3C[C@@H](C)O[C@@H](C)C3)no2)c(Cl)c1
    -6	5	-2	-8	10	-3	-20	-12
CCOc1ccccc1N(CC(=O)Nc1ccc(OC)cc1)S(=O)(=O)c1ccccc1
    12	0	-1	-2	19	-3	-9	-8
Cc1cc(Nc2nc3ccccc3nc2Cl)n(-c2ccc([N+](=O)[O-])cc2)n1
    49*	33	40	-10	56*	35	2	-9
COc1ccc(C(=O)NC(=S)Nc2cccc3cc(O)ccc23)cc1OC
    1	-15	-5	-9	9	-6	-1	-1
Cc1cc(OCC(=O)Nc2ccc(N3CCCC3)cc2)cc(C)c1Cl
    -32	0	3	3	2	0	-2	3
O=C(CSc1nnc(C2CC2)n1Cc1ccccc1)NCc1ccccc1
    -1	1	7	-6	7	5	7	-35
Cc1nc(N)c(Cc2ccccc2F)c(N)n1
    -11	3	-2	21	-2	-2	-7	3
Nc1ccc(-c2nnc(-c3ccc(N)cc3)o2)cc1
    10	5	-1	3	9	-62	-110	-89
O=C(CNC(=O)c1ccco1)N/N=C/c1cc(Br)ccc1O
    3	-20	17	3	6	-18	-3	17
CCN(CC)CCn1c(SCC(=O)NCCC2=CCCCC2)nc2c(sc3ccccc32)c1=O
    7	3	9	4	6	33	-65	3
CCCOc1ccc(C2/C(=C(/O)c3ccc(F)cc3)C(=O)C(=O)N2CCCN(C)C)cc1 (stereo unspecified)
    -1	-9	-8	-6	-2	5	-23	13
O=C(CSc1nnc(-c2cccs2)n1-c1ccccc1)N1CCCc2ccccc21
    14	18	11	5	35	-11	-11	-6
CCOc1ccc(CCNC(=O)c2sc3nc4n(c(=O)c3c2C)CCC4)cc1OCC
    0	2	-3	-2	1	9	5	13
COc1ccc(/C=N\NC(=O)COc2ccccc2Cl)cc1Cn1nc(C)cc1C
    12	4	7	-3	9	8	9	8
Cc1cc(C)c(Nc2cc(S(=O)(=O)O)c(N)c3c2C(=O)c2ccccc2C3=O)c(C)c1
    ·	39*	17	·	54*	9	·	·
CC(C)(C)NC(=O)Cn1nnc(-c2ccc(Cl)cc2)n1
    9	-7	-1	5	0	-4	-1	13
CN1CCN(c2ccc(C(F)(F)F)cc2NC(=O)c2ccco2)CC1
    -2	2	2	9	7	17	9	1

Structures above that have a nitro group on carbon (three):
Second line of a record – APJ antag	CXCR6 inh	EBI2 antag	UBC13 inh	CCR6 antag	Gli-Sufu block	Jurkat NFkB inh	697 NFkB inh
O=C(O)c1cccc(NC(=O)c2ccc3c(c2)C(=O)N(c2cccc([N+](=O)[O-])c2)C3=O)c1
    18	1	-21	-6	-5	-2	5	12
COc1ccc(NC(=O)/C=C/c2ccccc2[N+](=O)[O-])c(OC)c1
    -5	9	-1	8	13	9	-4	1
Cc1cc(Nc2nc3ccccc3nc2Cl)n(-c2ccc([N+](=O)[O-])cc2)n1
    49*	33	40	-10	56*	35	2	-9

Arranged by the number under CCR6 antag (lowest first): three from the list above
molecule	APJ antag	CXCR6 inh	EBI2 antag	UBC13 inh	CCR6 antag	Jurkat NFkB inh	697 NFkB inh
CCCOc1ccc(C2/C(=C(/O)c3ccc(F)cc3)C(=O)C(=O)N2CCCN(C)C)cc1 (stereo unspecified)	-1	-9	-8	-6	-2	-23	13
CCOc1ccc(CCNC(=O)c2sc3nc4n(c(=O)c3c2C)CCC4)cc1OCC	0	2	-3	-2	1	5	13
Cc1ccc(-n2ncc3c(N4CCC(C(N)=O)CC4)ncnc32)c(C)c1	5	-10	-1	8	19	-3	9

(listing goes on)
Second line of a record – APJ antag	CXCR6 inh	EBI2 antag	UBC13 inh	CCR6 antag	Gli-Sufu block	Jurkat NFkB inh	697 NFkB inh
O=C(Cn1nc(C(F)F)cc1C(F)F)NNC(=S)Nc1ccc([N+](=O)[O-])cc1
    49*	24	9	-12	48	26	-9	-14
COc1ccc(NC(=O)c2c[nH]n3c(=O)cc(C4CCN(C(=O)OC(C)(C)C)CC4)nc23)cc1Cl
    10	7	-2	-51	18	-2	3	11
O=S(=O)(c1ccccc1)N1CCNc2ccccc21
    ·	-2	-4	·	12	4	·	·
COC(=O)c1c(NC(=O)CN2CCC(C(N)=O)CC2)c2c(C)cccc2n1C
    -13	-6	-6	-8	-2	9	4	-5
COCCNC(=O)Cn1cnc2c(cnn2-c2ccc(C)cc2)c1=O
    -5	-4	8	-2	7	4	-6	5
CCc1ccc(N(CC(=O)Nc2ccccc2C(=O)N2CCOCC2)S(C)(=O)=O)cc1
    9	8	-10	2	0	4	1	2
O=C(Nc1nccs1)c1sc2ccccc2c1Cl
    12	30	4	-2	39	12	-115	-352
Nn1c(SCc2csc(-c3ccccc3)n2)nnc1-c1cccs1
    7	-12	10	-8	6	2	-13	15
Cc1nn(Cc2c(F)cccc2Cl)c(=O)c2ccccc12
    11	1	-6	6	11	27	-4	1
Cc1cc(OCC(=O)O/N=C(\N)Cc2cccs2)ccc1Br
    7	3	13	4	13	14	-16	-6
CCOc1ccc(N(CC(=O)N2CCN(c3ccccc3OC)CC2)S(=O)(=O)c2ccc(C)cc2)cc1
    -10	6	10	3	12	6	5	14
O=c1[nH][nH]c(-c2ccccc2O)c1C(C[N+](=O)[O-])c1ccc(Br)cc1 (stereo unspecified)
    -21	2	6	7	16	16	7	-3
O=C(COC(=O)CCCNC(=O)c1ccc(Cl)cc1)NC1CC1
    -2	4	4	6	2	7	0	13
CC(NCc1ccco1)C(=O)N1CCc2ccccc2C1 (stereo unspecified)
    21	0	-7	-1	-9	5	15	-1
Cc1cc(Cl)c(S(=O)(=O)Nc2ccc3c(c2)OCO3)cc1OCC(N)=O
    18	-2	5	8	3	1	7	15
N#Cc1cccc2c1-c1ccccc1/C2=N/NC(N)=S
    13	16	18	18	31	-8	-27	7
O=S(=O)(c1ccccc1)c1nc(-c2ccc(F)cc2)oc1NCC1CCCO1 (stereo unspecified)
    -8	-2	4	1	13	2	4	6
COc1ccc2c(c1)CCc1c(C(=O)NCC(C)C)noc1-2
    -15	-2	11	7	8	-76	-130	-148
COc1ccc(Br)c(C(=O)Nn2c(C)nc3ccccc3c2=O)c1
    1	-8	-3	9	-7	-4	-10	7
O=C(O)CN1C(=O)/C(=C\c2cccc(OCc3ccccc3)c2)SC1=S
    -1	-1	-5	-12	3	5	-7	-25
Cc1nc2ccc([N+](=O)[O-])cc2c(=O)n1Cc1cccc(F)c1
    -12	-2	4	-4	7	2	-43	-2
CC(c1nccs1)N(C)C(=O)CCc1nnc(CCc2ccccc2)o1 (stereo unspecified)
    -4	3	5	8	-4	-13	4	8
CCOc1ccc(NC(=O)NCc2ccccn2)cc1
    7	-3	11	2	2	2	-17	1
Cc1cc(C)nc(Sc2ncnc3c2oc2ccccc23)n1
    -1	0	5	-1	10	4	2	1
C=CCn1c(SCC(=O)Nc2cccnc2Cl)nnc1-c1ccc(Cl)cc1
    -14	-3	-9	6	11	8	13	15
CC(C)(C)C1CCC(=NNC(=O)CC(=O)NCc2ccccc2)CC1 (stereo unspecified)
    -7	12	0	1	2	2	1	-14
c1ccc(N/N=C(\Cc2ncc[nH]2)c2ccccc2)cc1
    1	3	2	7	14	-2	11	-2
CCOc1ccc(CCNC(=O)CN2CCN(Cc3ccccc3F)C2=O)cc1OCC
    11	3	1	-1	9	-5	11	-20
Nc1cc(=O)[nH]c(SCC(=O)Nc2ccc([N+](=O)[O-])cc2)n1
    13	-9	0	4	9	-1	14	6
COc1ccc(-n2nc(C(=O)N(C)C)nc2-c2ccccc2)cc1
    3	-3	-8	3	5	-4	11	2
Cc1cnc(C(=O)N2CCCC(N3CCN(c4cccc(C(F)(F)F)c4)CC3)C2)cn1 (stereo unspecified)
    11	3	1	1	4	8	2	5
O=C(NCc1nnc2c(C(F)(F)F)cc(Cl)cn12)c1ccc2c(c1)OCO2
    9	-9	-7	-3	20	22	-7	1
CC1(C)C2CCC13CS(=O)(=O)NC3C2 (stereo unspecified)
    8	7	-2	4	15	-4	-5	16
COc1ccc(-n2ncc3c(N(C)C4CCCCC4)ncnc32)cc1
    -38	-4	13	23	5	60*	-5	-162
CC(C)(C)C(=O)Nc1ccc(S(=O)(=O)Nc2ccccn2)cc1
    3	-2	-7	1	7	1	0	7
CCC(=O)Oc1ccc2c(C)cc(=O)oc2c1C
    3	-4	0	10	4	-2	-2	-3
CSc1nnc(SCC(=O)N(C)c2c(N)n(Cc3ccccc3)c(=O)[nH]c2=O)s1
    14	-4	-9	3	-2	-5	8	17
Cn1c(SCC(=O)NC(C)(C)C)nc(O)cc1=O
    12	2	-6	10	8	5	-3	5
